Pf apPOL block = Pf-apPOL DNA polymerase inhibition; Recombinant Pf-apPOL, molecular beacon fluorescence, 1.5 h; inhibition, % at 10 µM; hit rate 0.25% among 210,000
mHTT-CaM PPI inh = mHTT-calmodulin interaction abrogation. P42858. AlphaScreen His-mHTT/GST-CaM binding, luminescence. inhibition, % at 15 µM. hit rate 3.6% among 190,000. AID 1671202;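 also: 0% = both proteins with DMSO and 100% = one protein alone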
Starred values were filed as active, the others as inactive; i = inactive; x = no result given; & = joins results of further samples. Rule as the data show it: active = inhibition above about 50%; inactive = the rest.

no.	canonical_smiles	mHTT-CaM PPI inh	Pf apPOL block
1	O=c1[nH]cnc2nc(-c3ccccc3)c(-c3ccccc3)nc12	-6	-1
2	CC(=O)OC(OC(C)=O)c1ccc(S(C)(=O)=O)cc1	x	-1
3	CCN(CC)S(=O)(=O)c1ccc(OC)c(NC(=O)c2c(-c3ccccc3)noc2C)c1	-2	-8
4	CC(C)c1ccc(NC(=O)Cc2ccc(F)cc2)cc1	-10	1
5	CN(C)c1ccc(NC(=O)C(=O)NCC2(O)CCCC2)cc1	-8	-3
6	Clc1ccc(Cn2ncc3c(N4CCCCCC4)ncnc32)c(Cl)c1	-12	-3
7	Cc1cccc(CC(=O)N2CCC3(C2)Nc2cccnc2NC3=NC(C)(C)C)c1 (centres undefined)	3	-13
8	O=C1Nc2ccccc2S/C1=C\C(=O)N1CCc2ccccc2C1	20	-2
9	COc1ccc(OCc2nc(C(=O)N3CCN(C)CC3)cs2)cc1	2	-4
10	COc1cc(C(=O)N2CCC(c3noc(-c4cccc(F)c4)n3)CC2)cc(OC)c1OC	19	0
11	FC(F)(F)c1ccccc1-n1ccnc1	x	0&-4
12	O=Cc1ccc(OCc2ccc([N+](=O)[O-])cc2)cc1	9	8
13	Cc1cc2c(=O)n(CC(=O)Nc3ccc(Cl)cc3)ccc2s1	-5	-1
14	Cc1ccc(N2NC(=O)/C(=C\c3ccc(Cl)c([N+](=O)[O-])c3)C2=O)cc1C	96*	-3
15	CN1CCC(N(C)C(=O)c2ccccc2N2CCC(NC(=O)C(C)(C)C)CC2)CC1	5	-3
16	COc1cc(NC(=O)c2cccnc2)c(Cl)cc1NC(=O)c1ccccc1	-9	-4
17	Cc1cc(C2CCCN2C(=O)Nc2ccc3c(c2)OCO3)on1 (centres undefined)	0	2
18	Cc1ccccc1OCCOC(=O)Nc1ccccc1	-15	-9
19	CCC(=O)c1ccc(OCCN2CCCCC2)cc1	-4	-1
20	Cc1nc(C)n(C)c(=O)c1-c1ccccc1	2	-2
21	Cc1ccc(C)c(NC(=O)Cc2nc(-c3ccccn3)n[nH]2)c1	99*	-12
22	Cc1nn(-c2ccc(F)cc2)c2nc(C3CC3)nc(N3CCC(C)CC3)c12	-24	-2
23	Cn1c(=O)c2c([nH]c(=O)n2Cc2ccccc2Cl)n(C)c1=O	-2	4
24	COc1ccc(NC(=O)C2CCN(c3nccc(C)n3)CC2)cc1	7	5
25	C=CCn1c(SCC(=O)c2cc(Cl)sc2Cl)nc2sc(C)cc2c1=O	-3	-3
26	C=CCc1cc(C)ccc1OCCN1CCCC1	1	-9
27	Cc1noc(-c2nn(C)c3c2CN(C(=O)c2cc(F)ccc2F)CC3)n1	5	-2
28	CCOc1ccccc1NC(=O)CN(c1ccc(F)cc1)S(C)(=O)=O	-4	66*
29	COc1ccc(NC(=O)N2CCCC2c2cccc(C)c2)cc1OC (centres undefined)	4	3
30	COc1ccc(C(=O)N2CCCC2c2cc(C(C)C)no2)cc1OC (centres undefined)	3	-4

Some of the entries so far, field by field:
20) Cc1nc(C)n(C)c(=O)c1-c1ccccc1
  mHTT-CaM PPI inh: 2
  Pf apPOL block: -2
21) Cc1ccc(C)c(NC(=O)Cc2nc(-c3ccccn3)n[nH]2)c1
  mHTT-CaM PPI inh: 99*
  Pf apPOL block: -12
22) Cc1nn(-c2ccc(F)cc2)c2nc(C3CC3)nc(N3CCC(C)CC3)c12
  mHTT-CaM PPI inh: -24
  Pf apPOL block: -2

(continued)
no.	canonical_smiles	mHTT-CaM PPI inh	Pf apPOL block
31	CCCCN1C(=O)C(C)(C(=O)Nc2cc(C)cc(C)c2)Oc2cccnc21 (centres undefined)	-33	-5
32	NC(=O)c1cc(-c2ccc(F)cc2)nc2ccccc12	3	4
33	COc1cccc(NC(=O)CN(c2cc(C)ccc2C)S(C)(=O)=O)c1	3	1
34	Nc1nc2c(nc(N=Nc3c(O)[nH]c4ccccc34)n2C2OC(CO)C(O)C2O)c(=O)[nH]1 (centres undefined)	63*	x
35	COC(=O)C1CN(CC(C)C)CCS(=O)(=O)N1Cc1ccc(C)cc1 (centres undefined)	-16	-7
36	Oc1c(Cl)cc(Cl)cc1C=NNC(=S)NC1CC2CCC1C2 (centres undefined)	x	-6&-38
37	CCOc1ccccc1NC(=O)C1CCN(S(=O)(=O)c2ccc(Br)s2)CC1	-4	-3
38	Nc1nc(C(F)(F)F)nn1CC(=O)O	0	x
39	Cc1ccc(-n2nc(C)c(CC(=O)O)c2C)cc1C	-6	-2
40	Cc1ccc(-n2[nH]c3c(cnc4ccc(C(=O)NC5CCCC5)cc43)c2=O)cc1C	9	-2
41	COC(=O)c1ccccc1N1C(=O)C2C3C=CC(C3)C2C1=O (centres undefined)	-4	0
42	CCSc1nnc2c(n1)OC(c1ccc(O)c(O)c1)Nc1ccccc1-2 (centres undefined)	0	-8
43	CC(CNC(=O)c1c(F)c(F)c(F)c(F)c1F)NC(=O)c1c(F)c(F)c(F)c(F)c1F (centres undefined)	-4	-1
44	Cc1ccc(CS(=O)(=O)N2CCC(c3cc(N)on3)CC2)cc1C	11	-1
45	CN(C)C1CN(C(=O)c2ccsc2)CCC1(O)c1ccccc1 (centres undefined)	1	-5
46	Cc1ccc(S(=O)(=O)NCCCn2ccnc2)cc1	-5	-1
47	O=C1OC(c2cccc(F)c2)=N/C1=C\c1ccc(-c2ccccc2[N+](=O)[O-])o1	33	-3
48	Cc1nn(C)cc1-c1nnc(N)s1	-2	x
49	O=C(O)C(O)c1cccc(Cl)c1 (centres undefined)	x	-3&0
50	Cc1ccc(C)c(CNC(=O)C2CCCN(c3cnn(C)c(=O)c3)C2)c1 (centres undefined)	-2	1
51	O=C(Nc1ccccc1O)c1csc2c1CCCC2	-1	-9
52	CCOc1ccc(Nc2nc(-c3ccc(CC(C)C)cc3)cs2)cc1	20	0
53	COc1ccccc1OCC(=O)Nc1cccc(C(=O)Nc2nccs2)c1	8	4
54	COc1ccc2nc(N3CCC(C(=O)NCCc4ccc(OC)c(OC)c4)CC3)sc2c1	7	-6
55	Nc1c(S(=O)(=O)c2cccc(Cl)c2)c2nc3ccccc3nc2n1CC1CCCO1 (centres undefined)	-5	-6
56	CCCNC(=O)CC1CCN(C(=O)c2ccc(C)cc2)CC1	0	-1
57	CC1CCCN(C(=O)c2nc(-c3cccc(F)c3)n3c2CCCCC3)C1 (centres undefined)	8	4
58	CCC(=O)NCc1nc2c(n1CC)CN(C(=O)c1ccc(F)cc1)CC2	3	-2
59	O=C(NCc1ccc2c(c1)OCO2)C(=O)NCC(O)c1cccs1 (centres undefined)	-16	-2
60	COc1ccc(C=NCCc2cccs2)c(O)c1	x	0
61	CC(C)Oc1ccc(CNC(=O)CCC(=O)N2Cc3cccn3-c3ccccc32)cc1	-6	-4
62	COc1ccc(S(=O)(=O)NCC23CC4CC(CC(C4)C2)C3)cc1OC	-7	-7
63	Cc1csc(NC(=O)Cc2ccc(F)cc2)n1	-4	-1
64	CC1CCN(C(=O)c2ccc([N+](=O)[O-])cc2NC(=O)c2cccs2)CC1	0	4
65	S=c1nn[nH]n1CCc1ccc(Cl)cc1	x	-7
66	CC(=O)N1c2c(cc(Br)cc2S(=O)(=O)NCc2ccccn2)CC1C (centres undefined)	4	7
67	CCOc1ccc(CC(=O)NC2CC(O)C(CO)C2)cc1 (centres undefined)	-2	-6
68	COc1ccc(CC(=O)N2CCC3(C2)C(=O)N(C)c2ccccc23)cc1 (centres undefined)	25	2
69	Nc1nnc(SCC(=O)NCC(=O)c2ccccc2)s1	-2	-1
70	Cc1nc(-n2cccc2)sc1C(=O)N1CCC(c2nnc(-c3ccc(F)cc3)o2)CC1	-1	-5
71	Cc1ccc(C2=NC3(CCCCC3)N(CC(=O)Nc3cccc(C)c3)C2=O)cc1	0	-4
72	O=C(Nc1nc2ccccc2s1)c1cc2ccccc2o1	1	-3
73	O=C(O)C1CSC(c2cccc([N+](=O)[O-])c2)N1 (centres undefined)	4	2
74	Cc1ccc(C2=NC(=O)/C(=C/c3sccc3C)S2)cc1	53*	4
75	CCOC(=O)c1ccc(N2C(=O)C3CC=C(C)CC3C2=O)cc1 (centres undefined)	-9&-2	-2&2
76	Cc1n[nH]c(C)c1Sc1ccccc1N=Cc1c(C)[nH]n(-c2ccccc2)c1=O	88*	-4
77	O=[N+]([O-])c1ccc(C2OCCO2)s1	x	-16
78	O=C(Cc1ccccc1[N+](=O)[O-])N1CCN(c2cccc(Cl)c2)CC1	27	-7
79	Cc1ccc(C)c(N2CCN(Cc3cc([N+](=O)[O-])ccc3O)CC2)c1	8	-2
80	COCCN=C1Nc2ccccc2NC12CCCN(C(=O)c1ccc(C)c(F)c1)C2 (centres undefined)	48	-3
81	Cc1ccc(/C=c2\sc3nc(-c4cccnc4)nn3c2=O)cc1	13	-13
82	O=C1NC(=S)N/C1=C/c1ccc(-c2ccc3c(c2)COC3=O)o1	16	x
83	O=C(NCc1cccc(F)c1)c1cc2n(n1)CCCN(Cc1ccccc1)C2=O	0	-1
84	COc1ccc(-n2nc(C)c3sc(N4CCC(NC(=O)C5CC5)CC4)nc32)cc1	-4	-2
85	Cc1ccc2nc(/C(C#N)=C/c3ccco3)[nH]c2c1	4	3
86	NS(=O)(=O)c1ccc(NN=C2CSCc3ccccc32)c([N+](=O)[O-])c1	x	1
87	CC(C)c1nnc(SCC(=O)NC2CCCC2)c2c1cnn2-c1ccccc1	4	-4
88	CCC(Sc1nc2ccccc2c2nc3ccccc3n12)C(=O)NCc1cccnc1 (centres undefined)	3	1
89	COc1ccc(CC(=O)N2CCc3c(c(C(=O)NCc4ccccc4)nn3C)C2)cc1	61*	-7
90	O=C(NC1CCCCCC1)c1cccc(CN2C(=O)C3CCCN3C(=O)c3ccccc32)c1 (centres undefined)	-2	1

Other compounds
no.	canonical_smiles	mHTT-CaM PPI inh	Pf apPOL block
91	COc1ccc(C(=O)Nc2nc3c(s2)CCC3C(=O)NCc2ccccn2)cc1 (centres undefined)	-8	-5
92	OC1CCN(Cc2ccc(Br)s2)CC1	-11	0
93	CCc1csc2nc(C)c(NC(=O)Cc3ccc(F)cc3)c(=O)n12	-4	0
94	C=CCN(c1ccccc1)S(=O)(=O)c1ccc2[nH]cc(C(=O)NC3CCCCCC3)c(=O)c2c1	21	-34
95	CC1(C)CC(=O)C2=C(C1)c1c(ccc3ncccc13)NC2c1ccc(F)cc1 (centres undefined)	18	-1
96	CSc1nnc2c(n1)OC(c1ccc(Br)s1)N(C(C)=O)c1ccccc1-2 (centres undefined)	71*	5
97	Fc1cccc(Cl)c1CSc1ccccc1Br	x	5
98	O=C(NC1CC2CC1N(S(=O)(=O)c1ccc3c(c1)OCCO3)C2)c1ccccc1 (centres undefined)	3	-5
99	COc1ccc(N2C(=O)C3C(c4cccc(OC)c4O)NC(C)(C(=O)O)C3C2=O)cc1 (centres undefined)	3	2
100	Cc1ccc(C(=O)NC2(NCCc3ccc(Cl)cc3)C(=O)c3ccccc3C2=O)cc1	x	4
101	Cn1cccc1CN(C(=O)Nc1cccs1)C1CC1	28	-2
102	O=C1c2ccccc2C(=O)N1CC(=O)N1c2ccccc2CCc2ccccc21	3	18
103	O=C(Nc1cnc(N2CCCCCC2)nc1)c1ccc(F)cc1	-1	0
104	O=C(NCc1cccnc1)c1cc(=O)[nH]c2ccc(S(=O)(=O)N3CCOCC3)cc12	-5	-8
105	Cc1ccc(NC(=O)c2sc3ccccc3c2Cl)c([N+](=O)[O-])c1	2	-2
106	CCCN(CCC)S(=O)(=O)c1cc(C(=O)Nc2ccc(F)c(F)c2)ccc1F	-23	27
107	CC(Oc1ccc(Cl)cc1Cl)C(=O)Nc1ccc2c(c1)OCO2 (centres undefined)	-1	-3
108	CC1=CC(=O)C(CCCCCCC2=CC(=O)C(C)=CC2=O)=CC1=O	x	6
109	N#Cc1c(-c2ccccc2)cc(Nc2ccc(Cl)cc2)n2c1nc1ccccc12	x	-8
110	COc1ccccc1NC(=O)CN1C(=O)C(c2ccc(F)cc2)=NC1(C)C	-2	-8
111	Cc1cc(C)c(NC(=O)Cn2nc3c(cc2=O)CCCC3)c(C)c1	-5	-1
112	CCOC(=O)C1CCN(S(=O)(=O)c2ccc3[nH]c4c(c3c2)CCCCC4)CC1	71*	-5
113	Cc1cc(Br)ccc1OCC(=O)NCc1ccccn1	-4	0
114	O=C(NCc1ccco1)C1CCN(c2nccn3nc(-c4cccs4)cc23)CC1	20	2
115	CC(C)Cc1ccc(C(C)C(=O)NC(C)C)cc1 (centres undefined)	-16	-3
116	C=CCc1ccccc1OCC(O)CN1CCN(C(=O)OCC)CC1 (centres undefined)	34&10	-3&-3
117	O=C(NCc1cccs1)c1cc(S(=O)(=O)N2CCC3(CC2)OCCO3)ccc1F	-4	-5
118	CCCCC(CC)C(=O)Nc1nnc(C(C)(C)C)s1 (centres undefined)	-19	-18
119	CCN1CCN(CCCNC(=O)c2cc3cn(C4CCCC4)cc3s2)CC1	21	-4
120	Cc1ccc(Cn2cc(-c3nc(-c4ccc(Cl)cc4)no3)ccc2=O)cc1	-8	0

Seven structures already listed, ordered by SMILES length, smallest number first:
no.	canonical_smiles	mHTT-CaM PPI inh	Pf apPOL block
115	CC(C)Cc1ccc(C(C)C(=O)NC(C)C)cc1 (centres undefined)	-16	-3
110	COc1ccccc1NC(=O)CN1C(=O)C(c2ccc(F)cc2)=NC1(C)C	-2	-8
96	CSc1nnc2c(n1)OC(c1ccc(Br)s1)N(C(C)=O)c1ccccc1-2 (centres undefined)	71*	5
95	CC1(C)CC(=O)C2=C(C1)c1c(ccc3ncccc13)NC2c1ccc(F)cc1 (centres undefined)	18	-1
104	O=C(NCc1cccnc1)c1cc(=O)[nH]c2ccc(S(=O)(=O)N3CCOCC3)cc12	-5	-8
99	COc1ccc(N2C(=O)C3C(c4cccc(OC)c4O)NC(C)(C(=O)O)C3C2=O)cc1 (centres undefined)	3	2
94	C=CCN(c1ccccc1)S(=O)(=O)c1ccc2[nH]cc(C(=O)NC3CCCCCC3)c(=O)c2c1	21	-34

Next section:
no.	canonical_smiles	mHTT-CaM PPI inh	Pf apPOL block
121	CC(=O)NC(c1ccc(Cl)cc1Cl)c1cc(Cl)c2cccnc2c1O (centres undefined)	100*	-10
122	Cc1nn(C)c(-c2nc(-c3ccc(Br)o3)no2)c1Cl	-5	x
123	N/C(=N\OC(=O)c1ccc(Cl)c([N+](=O)[O-])c1)c1ccccn1	i	11
124	Cc1ccc2c(c1)CCCN2C(=O)CC(=O)N1CCCc2cc(C)ccc21	x	-6&-13
